SR-BI DiI-HDL act – enhances SR-BI lipid uptake from DiI-HDL; 0.096% of 320,000 active; CHO ldlA[mSR-BI] cells, DiI-HDL uptake fluorescence, 3 h; 100 = double the neutral-control signal; activation, % at 12.5 µM;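 active = mean replicate activation of at least 60% and every replicate at or above 60%; inconclusive = mean or all-replicate condition met, but not both; inactive = mean below 60% and not all replicates reaching 60%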;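 note: 0% = median plate neutral-control signal and 100% = twice that signal; values of inactives mirror those of a sister screen read the other way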
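Material: SR-BI-overexpressing, LDLR-lacking CHO cells | Dosing: Single compound concentration, delivered by pin transfer | Probe or stimulus: Labelled HDL, 10 µg/mL | Signal: Bottom-read cell fluorescence after medium removal, ex 550/em 595 nm | Schedule: 3 h, 37 °C | Evaluation: HDL uptake via cellular fluorescence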
Rtt109 Vps75 – inhibitors of Candida albicans Rtt109/Vps75 histone acetyltransferase | purified Rtt109/Vps75, ThioGlo CoA-SH fluorescence, 4 h | 0.16% of 330,000 active | inhibition, % at 34.9 µM | Q5AAJ8 | AID 540336;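 active = inhibition of at least 50% in every replicate; inconclusive = best replicate reaches 50% inhibition but some replicates fall short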
Target sequence (Q5AAJ8 whole entry, looked up): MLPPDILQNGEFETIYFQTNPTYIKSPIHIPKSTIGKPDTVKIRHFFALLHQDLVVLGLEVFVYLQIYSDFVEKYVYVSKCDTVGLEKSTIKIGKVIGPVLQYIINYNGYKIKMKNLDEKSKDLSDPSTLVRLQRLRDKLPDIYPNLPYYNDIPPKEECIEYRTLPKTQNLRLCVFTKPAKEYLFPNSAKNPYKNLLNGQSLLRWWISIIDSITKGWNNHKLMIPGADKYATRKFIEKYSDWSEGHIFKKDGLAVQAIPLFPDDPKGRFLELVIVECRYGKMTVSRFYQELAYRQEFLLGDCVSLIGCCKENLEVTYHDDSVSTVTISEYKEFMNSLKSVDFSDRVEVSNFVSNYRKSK
Cardiac RTF inh – cardiac RTF calcium desensitization. IANBD-labeled cardiac RTF, Ca2+ fluorescence. inhibition, % at 7.15 µM. 0.12% of 340,000 active;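 active = inhibition above the mean inhibition of all tested compounds plus 3 SD, cut at about 17% in these data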;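 note: assay run at fixed EC70 calcium of 1.6 mM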
PKA-R2B act – activates the human PKA-R2B holoenzyme complex. P22694+P31323. PKA-R2B holoenzyme dissociation, Cy5-IP20 fluorescence polarization; R2B truncated from residue 108, S112A mutant; 0% DMSO only, 100% 113 µM cGMP. activation, % at 11.4 µM. 0.079% of 340,000 active;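 active = activation above a cutoff set at the mean over all compounds plus 3 SD, cut at about 18% in these data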;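 note: higher means more holoenzyme dissociation and a rise in polarization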
C-LANA FP – KSHV C-LANA DNA binding inhibition. MBP-C-LANA/FAM-LBS DNA binding, fluorescence polarization. 0.078% of 340,000 active. inhibition, % at 9 µM. AID 504423;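 active = highest replicate inhibition at or above 60% at 9 µM, even if other replicates fall short; inactive = all replicates below 60% inhibition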;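 note: 0% = neutral control wells and 100% = 4 µM acridine orange control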
CAL PDZ FP-1 – inhibitors of human CAL PDZ peptide binding. AID 602252. inhibition, % at 24.9 µM. Q9HD26. purified CAL PDZ, TMR-peptide fluorescence polarization, 1 h. 0.92% of 300,000 active;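 active = mean inhibition of at least 30% with at least half of replicates also reaching 30%; inconclusive = no clear call, values can overlap the other calls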;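 note: 0% = DMSO neutral control and 100% = excess unlabeled competitor peptide PRC23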
CAL PDZ FP-2 – inhibitors of human CAL PDZ peptide binding; purified CAL PDZ, TMR-peptide fluorescence polarization, 1 h; AID 504414; 0.02% of 330,000 active; inhibition, % at 20 µM;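 active = highest replicate inhibition of at least 40%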;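 note: plate controls were DMSO neutral control wells for no effect and unlabeled competitor peptide control wells for full effect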
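Test system: tagged CAL PDZ domain / Buffer or medium: sodium phosphate/NaCl buffer pH 7.4 with TCEP, IgG, Thesit / Reagent: TMR-labelled reporter peptide T*-PRC34 bound in PDZ groove / Compound dosing: single point, 20 µM / Schedule: 1 h incubation at room temperature before polarization reading / Technique: fluorescence polarization (mP) / Benchmarks: unlabelled peptide, DMSO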
Keap1 Nrf2 FP – inhibitors of human Keap1-Nrf2 protein-protein interaction; Keap1 Kelch-Nrf2 peptide fluorescence polarization, 1536-well; inhibition, % at 9.4 µM; 0.15% of 340,000 active; AID 504523; in the data active = inhibition above about 12%; inconclusive = no clear call, values can overlap the other calls; inactive = below about 7.3%;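 note: human Keap1 Kelch domain with fluorescein labeled Nrf2 9mer peptide probe; 0% = neutral control wells and 100% = peptide positive control; higher means more block of Keap1 binding to Nrf2 peptide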
Target sequence (Q14145 whole entry, looked up, the tested form may be a part): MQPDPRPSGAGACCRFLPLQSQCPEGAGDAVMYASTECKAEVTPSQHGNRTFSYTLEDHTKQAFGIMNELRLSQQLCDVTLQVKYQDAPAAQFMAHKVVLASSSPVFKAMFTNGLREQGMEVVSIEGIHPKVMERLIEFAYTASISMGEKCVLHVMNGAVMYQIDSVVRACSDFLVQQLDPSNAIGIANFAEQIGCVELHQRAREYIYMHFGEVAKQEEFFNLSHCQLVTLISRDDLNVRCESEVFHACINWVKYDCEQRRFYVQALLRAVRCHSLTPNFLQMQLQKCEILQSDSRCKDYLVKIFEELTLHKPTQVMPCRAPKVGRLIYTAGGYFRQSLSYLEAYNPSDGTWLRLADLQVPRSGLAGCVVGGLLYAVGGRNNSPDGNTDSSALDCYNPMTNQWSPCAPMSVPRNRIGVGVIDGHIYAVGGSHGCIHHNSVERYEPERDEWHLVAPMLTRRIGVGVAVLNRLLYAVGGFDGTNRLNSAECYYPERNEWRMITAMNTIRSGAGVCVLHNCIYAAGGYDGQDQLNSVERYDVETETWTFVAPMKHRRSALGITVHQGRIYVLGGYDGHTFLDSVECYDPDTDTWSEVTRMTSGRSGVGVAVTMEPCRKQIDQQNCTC
cardiac RTF act – cardiac RTF calcium sensitization; IANBD-labeled TnC RTF fluorescence at EC20 calcium; 0% EC20 calcium, 100% full calcium; P19429+P45379; activation, % at 7.2 µM; 0.24% of 340,000 active;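 active = activation above the mean over all tested compounds plus 3 SD, cut at about 30% in these data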;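 note: rise in fluorescence read as greater calcium sensitivity of cardiac thin filaments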
DAGLB inh – blocks human DAGLB lipase activity; Q8NCG7; 0.059% of 340,000 active; inhibition, % at 5.17 µM; HEK293T DAGLB membrane lysate, EnzChek fluorogenic substrate; in the data active = inhibition above about 34%;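 note: 0% = enzyme with vehicle and 100% = wells lacking enzyme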
Numbers without * were called inactive; ? = inconclusive; nt = no result given.

SMILES	SR-BI DiI-HDL act	Rtt109 Vps75	Cardiac RTF inh	PKA-R2B act	C-LANA FP	CAL PDZ FP-1	CAL PDZ FP-2	Keap1 Nrf2 FP	cardiac RTF act	DAGLB inh
CCCCNc1ncnc2c1cnn2Cc1ccc(Cl)cc1	-9	-3	-7	-4	-0.9	-3	-1.3	-1	3	0
COc1ccccc1CC(=O)Nc1ccc2c(c1)C(=O)NC2=O	16	4	-7	-1	1.3	-3	-1.6	-5	6	-1
Cc1nc(N)sc1-c1csc(Nc2cccc(O)c2)n1	4	15	1	-4	0.2	-7	-15	-3	-4	-3
O=C(O)C1CC(=O)N(Cc2cccnc2)C1 (stereo not drawn)	-1	-1	1	-4	-0.3	-2	-0.2	0	5	2
S=c1[nH]nc(-c2ccncc2)n1/N=C/C(Cl)=C\c1ccccc1	-14	-14	-9	-10	-0.3	1	-1.9	-2	-5	0
CCc1ccccc1NC(=O)CN1CCN(C(=O)c2ccc(OCc3cn4ccccc4n3)cc2)CC1	-38	-3	-7	-14	-1.0	-3	-1.0	-3	-2	0
O=C(CSc1nnc(Cc2cccs2)n1CCc1ccccc1)N1CCCc2ccccc21	-27	5	0	-6	0.7	-3	5.7	-1	-4	-3
O=C(Cn1cnc2c(oc3ccccc32)c1=O)c1ccccc1	4	-6	1	-5	0.5	-9	nt	0	7	1
COc1cccc(NC(=O)CSc2nc3ccccc3nc2N2CCOCC2)c1	-22	8	0	-2	0.2	nt	-0.8	-6	5	-4
O=C(O)CCCC(=O)N1CCOCCOCCOCCOCC1	9	2	3	-6	-1.5	6	-1.0	0	-6	0
CCOC(=O)c1ccc(NC(=O)CCS(=O)(=O)Cc2ccccc2)cc1	-6	29	-11	-25	2.3	-2	-1.8	3	1	-4
Cc1nn(CC(=O)Nc2ccc(Cl)cc2)c(=O)c2cc(-c3ccccc3)nn12	5	-8	-2	-4	0.1	2	0.9	-4	-8	0
COCCn1c(=NC(=O)c2cccs2)sc2cc(NC(C)=O)ccc21	-56	9	4	-5	1.8	0	-1.9	2	-5	3
O=C(Cn1c(=O)n(-c2ccc(F)cc2)c(=O)c2sccc21)c1ccccc1	-12	3	-1	-2	-1.5	-3	-1.1	-3	-5	-7
O=C(Nc1ccccc1N1CCN(C(=O)c2ccc(Cl)cc2)CC1)c1cccc([N+](=O)[O-])c1	-47	-1	-2	-4	-0.5	-4	-1.0	5	-4	3
CCOc1ccc(/C=C/C(=O)Nc2ccc3[nH]c(=O)[nH]c3c2)cc1	15	8	3	-8	-1.0	7	-0.4	-4	0	4
O=C(c1ccc(Cl)c(S(=O)(=O)N2CCc3ccccc3C2)c1)N1CCN(c2ccccc2)CC1	-21	6	9	5	1.2	-4	-1.4	4	-4	-11
O=C(N1CCCCC1)C1(S(=O)(=O)c2ccccc2)CC=CC1	16	1	-12	-8	-0.8	-3	0.2	-6	1	1
Cc1nn(-c2cc(C(F)(F)F)ccc2Cl)c2nc(C(F)(F)F)[nH]c(=O)c12	9	0	8	-14	0.5	1	-2.4	5	2	3
Clc1ccc(C[n+]2cc(-c3ccc(Cl)cc3)n3c2CCC3)cc1	19	5	-9	6	-0.2	37*	-0.7	-6	5	0
Cc1c(CC(=O)O)c(=O)oc2cc(OCc3nn[nH]n3)ccc12	nt	5	-2	1	3.1	0	-0.7	-3	-6	-1
C/C(=N/NC(=O)CNC(=O)c1cccnc1)c1ccccc1	13	6	-3	2	-2.3	-5	0.3	-4	-1	0
CCCN(CCC)CC(O)Cn1c2ccccc2c2ccccc21 (stereo not drawn)	4	-8	-4	-4	-0.9	-4	0.1	-3	1	-1
Cc1ccc(NC(=O)CCNC(=O)c2ccco2)cc1	-20	25	14	-5	-0.9	-3	-2.3	-2	2	1
COC(=O)c1ccc(OCC(=O)c2cccc(OC)c2)cc1	18	4	-4	1	0.9	-4	-2.4	-3	4	-9
SMILES	SR-BI DiI-HDL act	Rtt109 Vps75	Cardiac RTF inh	PKA-R2B act	C-LANA FP	CAL PDZ FP-1	CAL PDZ FP-2	Keap1 Nrf2 FP	cardiac RTF act	DAGLB inh
CC1=CC(C)(C)N(C(=O)CSc2nnc(-c3ccc(C)cc3)o2)c2ccc(C)cc21	-71	4	-14	-1	-0.1	-5	-3.0	-1	5	-16
COCCNC(=O)c1cc2c(-c3ccccc3F)nn(C)c2s1	-48	2	-8	14	0.2	-2	-1.5	-2	3	-2
Cn1c(=O)c2c(=O)cc(N)[nH]c2n(C)c1=O	nt	0	3	-1	-0.3	6	-1.1	-1	-4	2
Cc1cccc(/C=N/NC(=O)C(C)Nc2cccc3ccccc23)n1 (stereo not drawn)	-9	-1	-20	-6	7.7	-1	-2.7	3	24	-2
CC(=O)Nc1ccc(OCc2nnc(-c3ccccc3)o2)cc1	?	1	-8	-8	-0.2	-3	-0.3	-5	-4	1
Cc1c(C(=O)N/N=C/c2ccccc2)[nH]c2ccc(Cl)cc12	-37	1	-15	-8	0.2	-1	-2.3	-3	-1	-17
COc1ccc(OCC(=O)N2CCCC2=O)c([N+](=O)[O-])c1	31	-5	-3	8	1.8	-1	-0.8	5	-5	-2
CCc1cc(CNC(=O)CC2C(=O)NCCN2Cc2cccc(OC)c2)on1 (stereo not drawn)	20	-9	3	-21	1.4	5	0.5	-6	-2	-1
CC1(C)CC2(CCO1)OC(=O)CC2C(=O)NCc1ccccc1 (stereo not drawn)	2	3	-3	5	-0.3	nt	-0.7	4	-2	3
CC(C)(C)NC(=O)C(c1cccs1)N(CC1CCCO1)C(=O)c1ccc(-c2ccccc2)[nH]1 (stereo not drawn)	-17	10	11	-11	-1.2	-2	-0.1	-4	8	-4
COc1ccccc1C(=O)C1CCCN(C(=O)c2cccc(-n3cccn3)c2)C1 (stereo not drawn)	nt	-2	-13	-8	-0.3	1	7.3	-3	-1	0
CCN1CCN(C(=O)C2CCN(Cc3cc(Cl)ccc3O)CC2)CC1	15	0	-9	-3	1.6	0	-0.4	-3	0	1
O=C(/C=C/c1ccco1)NCC1CCCO1 (stereo not drawn)	28	4	-9	8	0.3	-1	0.0	-1	4	1
CSc1cnn(-c2ccccc2)c(=O)c1SC	37	17	-3	-8	-3.9	nt	-2.9	-1	-2	0
CC1(C)CC(=O)c2cnc(NC(=O)Cc3ccc(Cl)cc3)nc2C1	1	-5	2	6	0.5	1	-0.9	-4	-1	-2
COCCNC(=O)c1ccccc1NC(=O)Cc1ccccc1	6	-3	2	-6	-0.2	2	-0.7	-6	6	1
Cc1ccc(NC(=O)Cn2nnc(C(=O)NCc3ccc(Cl)cc3)c2N)cc1F	15	-12	-16	1	-0.8	-2	-2.5	-4	-3	-2
O=S(=O)(N1CCOCC1)N1CCN(c2ccc(F)cc2)CC1	19	-1	-9	-7	-0.2	-1	-0.4	-6	2	1
Cc1nnc(SCC(=O)N(C(C)C)C(C)C)nc1C	4	-1	3	1	1.2	-3	0.2	-3	1	-3
O=C(CCCN1C(=O)/C(=C\c2cccs2)SC1=S)Nc1cccnc1	4	-5	-18	-8	3.9	-18	-0.4	2	0	3
COc1ccc(/C(N)=N/OC(=O)Oc2ccccc2)cc1OC	1	-2	-9	6	2.1	-2	0.4	1	1	-4
O=C(CN1C2CCCC1CC(NC(=O)c1ccco1)C2)Nc1ccccc1C(F)(F)F (stereo not drawn)	-8	8	7	-1	-1.5	-3	-2.5	-4	-8	0
O=C(NCC1CCCCC1)c1cccnc1Cl	nt	-7	10	6	0.0	4	-1.1	5	-8	-2
CCC(C)[C@H]1CNC(=O)C(=O)N1CCCc1cc(OC)c(OC)c(OC)c1 (stereo partly drawn)	1	-5	-6	-2	0.8	0	-2.4	-5	4	1
O=C(C[n+]1ccc2ccccc2c1)c1cccc2ccccc12	15	23	-13	7	-0.4	2	-2.1	1	0	0
SMILES	SR-BI DiI-HDL act	Rtt109 Vps75	Cardiac RTF inh	PKA-R2B act	C-LANA FP	CAL PDZ FP-1	CAL PDZ FP-2	Keap1 Nrf2 FP	cardiac RTF act	DAGLB inh
CCc1ccc(N(C(=O)c2snc(C(N)=O)c2N)C(C(=O)NC2CCCC2)c2ccncc2)cc1 (stereo not drawn)	nt	3	-7	6	-0.7	-1	-1.9	-4	11	-1
CCc1ccc(NC(=O)C(NS(=O)(=O)c2ccc3c(c2)CCN3C(C)=O)C(C)C)cc1 (stereo not drawn)	4	8	-10	-7	-1.4	nt	-0.3	-3	0	2
COC(=O)c1ccc(CNC(=O)Cn2cnc3c(OCc4ccccc4)ncnc32)cc1	-22	-21	-6	-10	0.2	-5	-0.9	1	-1	-1
Cc1ccc(/C=C/C(=O)N2CC(=O)Nc3ccccc32)o1	-12	16	3	-4	0.6	-3	-0.2	-15	-3	4
Cc1sc2nc(CN(Cc3ccccc3)C(=O)NC3CCCCC3)[nH]c(=O)c2c1C	-9	26	-8	8	1.5	-3	-2.1	4	1	0
O=C(NCc1ccccn1)Nc1ccccc1	18	1	-11	-4	0.7	-1	-1.3	-3	-3	-2
CCOC(=O)c1cc(CC)sc1NC(=O)Cc1ccccc1	-23	-15	4	-2	1.7	-2	-2.8	-3	-7	-18
CC(=O)Nc1ccc(NC(=O)CSc2ccc([N+](=O)[O-])cn2)cc1	nt	9	-7	5	-0.1	2	0.0	1	-1	-2
O=C(O)CCCNC(=O)CC1S/C(=N/N=C/c2ccccc2O)NC1=O (stereo not drawn)	-2	nt	-34	4	-0.9	1	-1.7	5	-1	-5
O=C(COc1ccc(Br)cc1)Nc1ccc(C(=O)Nc2ccccc2C(=O)O)cc1	18	-7	2	9	-0.7	-4	-2.2	8	-2	0
CCOc1cc(NC(=O)Nc2ccccc2)c(OCC)cc1NC(=O)CC	-20	3	1	-5	1.0	4	-0.4	-2	2	-1
C=Cc1ncc(OC)c2c1[nH]c1ccccc12	-4	-13	-6	0	-2.8	3	-0.4	2	2	1
COc1ccccc1-c1cc(C(=O)Nc2ccccc2SC)no1	-35	-1	-6	0	1.1	-1	-1.2	1	-3	-7
O=C(COc1ccc(S(=O)(=O)N2CCOCC2)cc1)NCCc1ccccc1	-15	0	-6	-6	-0.5	-2	-2.5	4	3	1
Cc1ccsc1C(=O)N1CCN(S(=O)(=O)c2cccc(F)c2)CC1	4	4	-12	-2	1.1	-4	-3.7	0	1	2
Cc1ccc(N2CC(C(=O)NCc3cccs3)CC2=O)cc1C (stereo not drawn)	4	2	8	-4	0.6	-1	0.0	-8	0	-2
CCn1c(SCc2nc3ccccc3[nH]2)nnc1-c1ccc(OC)cc1	-14	4	-7	-4	-0.2	nt	-1.6	-5	4	2

Results in PKA-R2B act, Keap1 Nrf2 FP and C-LANA FP, for 2 of the compounds above:
SMILES | PKA-R2B act | Keap1 Nrf2 FP | C-LANA FP
O=C(NCc1ccccn1)Nc1ccccc1 | -4 | -3 | 0.7
CCOC(=O)c1cc(CC)sc1NC(=O)Cc1ccccc1 | -2 | -3 | 1.7

Source: PubChem
